# Pf Dd2 inh: inhibitors of Plasmodium falciparum Dd2 growth; P. falciparum Dd2 growth, SYBR Green, 72 h; 4.3% of 120,000 active; Potency, µM (highest dose often 28.9 µM), without a hit: at the top dose activity, negative = inhibition, actives largely listed as inhibitors; active = well fitted inhibition curve with a large enough effect; inconclusive = small, poorly fitted or top-dose-only effect; inactive = no such curve, though single readings can be large or run the other way;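 also: plate controls were DMSO vehicle for no effect and reference drug for full effect; nearly all actives have a fitted effect of over 65% in size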
#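 Readout: SYBR Green fluorescence, 485 nm excitation, 535 nm emission, after ~16 h lysis at 37C. Before that, Dd2-infected red cells (2.5% hematocrit) grew 72 h with compound, 29 uM top final concentration.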
# * = called active by the depositor; i = inactive; ? = inconclusive; [ ] = remark or other dose. Potency is read from the fitted curve at half-maximal effect.
smiles	Pf Dd2 inh
O=C(CSC1=Nc2ccccc2C2=NC(Cc3ccccc3)C(=O)N12)Nc1ccccc1C(F)(F)F (stereo unspecified)	-20%
Cc1noc(CC2CCOC3(CCN(C(=O)c4cc(-c5ccc(F)cc5)n[nH]4)CC3)C2)n1 (stereo unspecified)	?
CCCCNc1nc2ccccc2c2nc(-c3ccccc3)nn12	3.2µM*
Cc1ccc(CNC(=O)C2(c3cccs3)CCOCC2)cc1	29%
Cc1cccc(N2Cc3c(ncnc3N3CCN(Cc4ccccc4)CC3)N(C)CC2=O)c1	i
CCOc1ccc(CN2CCC(CO)(Cc3ccccc3Cl)CC2)cc1	-20%
O=c1[nH]nc2n1CCN(S(=O)(=O)c1ccc(Cl)s1)CC2	-8%
CCc1nc(-c2c3n(c(=O)n(Cc4cccc(F)c4)c2=O)CCCC3)no1	?
Cn1cnnc1-c1nn(C)c2c1CNCC2	-1%
Cc1noc2c(-c3cccnc3NCCCn3ccnc3)cc(-c3ccccc3)nc12	10µM*

# Further results.
smiles	Pf Dd2 inh
CC(NC(=O)Cn1c(=O)oc2cc(S(=O)(=O)NCc3ccccc3)ccc21)c1ccccc1 (stereo unspecified)	18%
Cc1ccn2c(C(=O)N[C@H](Cc3ccccn3)C3CC(O)C3)nnc2n1 (stereo partly specified)	-6%
CN1CCC2(CCC1=O)CN(C(=O)c1ccc(Cn3cccn3)o1)CCN2C (stereo unspecified)	-3%
Cc1noc(-c2ccc(C(C)(C)C)cc2)c1C(=O)NCc1ccc(Cl)cc1	i
COCCNC(=O)CC(c1ccccc1OC)c1cn(C)c2ccccc12 (stereo unspecified)	i
O=C(c1ccccc1C(F)(F)F)N1CCC2(C1)C(=O)Nc1ccccc12 (stereo unspecified)	?
Cc1cn2cc(C(=O)N3CCCC4(C3)C(=O)N(C)c3ccccc34)ccc2n1 (stereo unspecified)	-14%
Cc1cc(C)cc(NC2=CC(c3cccc(F)c3)N(c3cc(C)cc(C)c3)C2=O)c1 (stereo unspecified)	23%
NCCCC(=O)N1Cc2ccccc2CC2(CCCN(CC3CCOCC3)C2)C1 (stereo unspecified)	?
CCCCN(CCCC)c1nc(-c2ccccc2)nc2ccccc12	i

# Continuation.
smiles	Pf Dd2 inh
CC(C)c1noc(CN(C)C(=O)c2csc3nc(-c4ccc(F)cc4)cn23)n1	-29%
Cc1ccccc1CNC(=O)C1CCCN(c2nnc(-n3c(C)ccc3C)s2)C1 (stereo unspecified)	i
Cc1ccc(Cn2c(C(=O)O)c(CNCc3ccccc3Cl)c3ccc(C)cc32)cc1	?
COc1ccc(CC(=O)NC2CCCc3c2[nH]c2ccccc32)cc1OC (stereo unspecified)	-14%
CCc1ccc(NC(=O)C(=O)NCC(c2cccnc2)N2CCN(Cc3ccccc3)CC2)cc1 (stereo unspecified)	?
Cc1nc2scc(CC(=O)N3CCC(C)CC3)n2c(=O)c1-c1cc(C)n(-c2cccc(Cl)c2)n1	-16%
COC(=O)CNC(=O)c1nc(-c2cccc(C(F)(F)F)c2)c2cnccn12	16%
CCCOc1ccc(CNC(=O)CCCn2ncn3c(cc4sc(CC)cc43)c2=O)cc1	?
COc1ccc(CN2C(=O)C(NC(=O)c3cccc(C)c3)(C(F)(F)F)N=C2c2ccccc2)cc1 (stereo unspecified)	i
CCCNC(=O)NC[C@H]1O[C@@H]2C[C@@H](CC(=O)NCc3nccn3C)O[C@@H]2[C@@H]1O	2%[44.1 µM]

# (further entries)
smiles	Pf Dd2 inh
CC1=C(c2ccc(F)cc2)S(=O)(=O)N=C1N1CCC(C(=O)NCCc2ccco2)CC1	26%
CNC(=O)N1CCC(C2CCN(C(=O)c3ccc(Cl)s3)C2)CC1 (stereo unspecified)	?
CCC(C(=O)N1CCN(c2ccccc2F)CC1)n1nc(C)c2sc3ccccc3c2c1=O (stereo unspecified)	18%
CN(C)c1nc2c(c(=O)[nH]1)CCN(Cc1ccccc1F)CC2	i[5.79 µM]
CCN(CC)C(=O)C(NC(=O)c1ccc(OC)cc1)C1CCN(C(=O)C(C)C)CC1 (stereo unspecified)	-19%
CN1CCC(NCc2nc3c(n2Cc2ccccc2)C(=O)N(CCOc2ccccc2)CCN3)CC1	-29%
CCN(Cc1ccccc1)C(=O)CN1C(=O)COc2ccc(S(=O)(=O)N3CCCCCC3)cc21	?
Cc1nn(C)cc1CN(C)CC1(O)CCCN(Cc2ccc(F)cc2)C1=O (stereo unspecified)	i
CCCOc1ccc(C(=O)N2CCC(c3nc4ccccc4s3)CC2)cc1	i
COc1cc(Cn2ccnc2-c2nc[nH]c2C)cc(OC)c1OC	8%

# (cont.)
smiles	Pf Dd2 inh
Cc1ccc2c(=O)c(C(=O)c3ccccc3)cn(CC(=O)Nc3ccc4c(c3)OCCO4)c2n1	?
CCN1c2cc(C(=O)N3CCN(c4ccccn4)CC3)ccc2C(=O)N2CCCCCC21 (stereo unspecified)	?
CCCc1ccc(S(=O)(=O)N2C[C@@H](F)C[C@H]2C(=O)N2CCc3ccccc3C2)cc1	-8%
O=c1oc2ccccc2c(N2CCN(c3ccccc3F)CC2)c1CN1CCCC1	?
COCCn1ncc(N2CCC(C(=O)NCc3ccc(OC(C)C)cc3)C2)cc1=O (stereo unspecified)	-21%
COc1cccc(CN2C(=O)c3ccccc3Sc3ccc(C(=O)NCCc4ccc(C)cc4)cc32)c1	?
CN1CCN(c2nc3c(c(=O)[nH]2)CCN(Cc2ccccc2C(F)(F)F)CC3)CC1	14%[5.79 µM]
CCCNC(=O)N1CCCCCC1CN1CCC(OC)CC1 (stereo unspecified)	i
Cc1ccccc1C(=O)N1CCC(n2c(=O)[nH]c3ccccc32)CC1	-3%
Cc1noc(C)c1[S+](=O)([O-])N1CCC2CC(=O)NCCC2C1 (stereo unspecified)	8%

# (next part)
smiles	Pf Dd2 inh
CC(C)NC(=O)N1CCN(S(C)(=O)=O)[C@@H](C(=O)N[C@H](Cc2c[nH]c3ccccc23)C(N)=O)C1	10%
Cc1ccc(S(=O)(=O)c2nc(-c3ccc(F)cc3)oc2N2CCN(c3ccccc3)CC2)cc1	?
CC(C)(C)C(=O)Nc1ccc(-c2nc3ccc(NC(=O)C(C)(C)C)cc3[nH]2)cc1	?
COc1ccc(CNC(=O)Cn2c(-c3cccc(Cl)c3)nc(C)c(CCO)c2=O)cc1OC	?
COc1ccc(CNc2nc(-c3ccco3)nn2S(=O)(=O)c2ccc(Cl)cc2)cc1OC	15%
Cc1cc(-c2ccc(S(=O)(=O)NC3CCOC4(CCOCC4)C3)o2)on1 (stereo unspecified)	15%
Cc1ccc2cc(CCC(=O)NCCCN(C)C)c(=O)[nH]c2c1	85%[activator]
Cc1cc(C(=O)N2CC(F)(F)C[C@H]2c2nnc(C)o2)no1	-14%
Cc1cccc(CC(=O)N2CCCC(c3nnnn3C)C2)c1 (stereo unspecified)	26%
O=C1C[C@@H]2CCN(C(=O)COc3ccccc3)C[C@@H]2CCN1Cc1ccc2c(c1)OCO2	-18%

# (list continues)
smiles	Pf Dd2 inh
CCc1ccc(CNC(=O)c2ccc(Cn3c(=O)c4cccn4c4cccnc43)cc2)cc1	?
O=C([C@H]1CCCN1)N1CCC2(CC1)Nc1ccccc1NC2=O	3%
CCCS(=O)(=O)N1CCC(C2CCN(C(=O)NC)CC2)C1 (stereo unspecified)	-46%
CC(C)CCNC[C@H]1O[C@H](Cc2cc(CN3CCCCC3)on2)CC[C@@H]1O	?
CCCCN(CC)C(=O)Cn1cc2c(n1)-c1c(oc(C(=O)N3CCCC3)c1C)CC2	?
CCC1CN(C(=O)N2CCC(C(=O)NCc3cc(OC)ccc3OC)CC2)c2ccccc2O1 (stereo unspecified)	14%
Cc1ncsc1CCC(=O)N1C[C@@H](c2ccccc2)[C@@H]2[C@H]1C1CCN2CC1	2%
COc1cc(Cl)c(C)cc1NC(=O)Cn1ncc2c1-c1cc(C)ccc1OC2	-24%
Fc1ccc(OC2CN(Cc3ccsc3)C2)c(F)c1	?
COc1ccc(CCCc2nnc(SCC(=O)Nc3ccc(C)cc3C)o2)cc1	13%

# Two of the compounds above, as labelled records.
mol: Cc1ccccc1CNC(=O)C1CCCN(c2nnc(-n3c(C)ccc3C)s2)C1 (stereo unspecified)
- Pf Dd2 inh: i

mol: Cc1ccc(Cn2c(C(=O)O)c(CNCc3ccccc3Cl)c3ccc(C)cc32)cc1
- Pf Dd2 inh: ?

# Other structures
smiles	Pf Dd2 inh
COc1cc(-c2cnc3ccccc3c2)cc2c1OCCNC2	i
Cc1ccc(C)c(N2CCN(c3ncnc4c3nc3n4CCCCC3)CC2)c1	?
CCOc1ccccc1NC(=O)CSc1nnc2[nH]c(=O)cc(C)n12	8%
O=S(=O)(Nc1cccc(C(F)(F)F)c1)c1ccc(NS(=O)(=O)c2ccc3c(c2)OCCO3)cc1	24%
CCCCN(C)CCCNC(=O)Cn1ncc2c3ccccc3n(Cc3ccccc3)c2c1=O	?
CN1[C@@H](CCC(=O)Nc2ccccc2)CNC(=O)[C@@H]2[C@H]1CCN2C1CCCCC1	i
Cc1ccccc1NC(=O)CSc1nnc(-c2cccs2)o1	14%
O=C1Nc2ccc(-c3ccccc3)cc2C(=O)N2CCN(C(=O)c3ccccc3)C[C@H]12	-20%[44.1 µM]
COc1cc(OC)cc(C(=O)N2CCC3(CC2)N(C)C(=O)CS3(=O)=O)c1	12%
Cc1ccc2nc(/C(C#N)=C/c3ccc(-c4cccc(Cl)c4)o3)[nH]c2c1	13%

# Continued; it opens with the four that closed the last part.
smiles	Pf Dd2 inh
Cc1ccccc1NC(=O)CSc1nnc(-c2cccs2)o1	14%
O=C1Nc2ccc(-c3ccccc3)cc2C(=O)N2CCN(C(=O)c3ccccc3)C[C@H]12	-20%[44.1 µM]
COc1cc(OC)cc(C(=O)N2CCC3(CC2)N(C)C(=O)CS3(=O)=O)c1	12%
Cc1ccc2nc(/C(C#N)=C/c3ccc(-c4cccc(Cl)c4)o3)[nH]c2c1	13%
O=C(c1ccc2c(c1)N(Cc1ccc(F)cc1)C(=O)c1ccccc1S2=O)N1CCC(Cc2ccccc2)CC1 (stereo unspecified)	?
COc1cc(=O)n2c(c1C(=O)N1CCN(c3cc(C)ccc3C)CC1)CCCC2	-5%
Cc1ccc(C2Cn3nnc(C(=O)NCc4ccc(F)cc4)c3CO2)cc1 (stereo unspecified)	i
COc1ccc(OC)c(S(=O)(=O)N2CCC(CC(=O)NCc3ccccc3)C2)c1 (stereo unspecified)	-23%
NC(=O)NCC(=O)N1CCc2c(cccc2S(=O)(=O)N2CCOCC2)C1	19%
CN(C)[C@@H]1CN(C(=O)c2cc(F)cc(F)c2)C[C@H]1CO	11%
CCOC(=O)c1sc2ncn(CC(=O)Nc3ccc(OCC)cc3)c(=O)c2c1C	?
Cc1ccc(S(=O)(=O)N(CCc2ccccc2)CC(=O)Nc2ccc(Br)cc2)cc1	23%
CCCn1ccnc1CN1CCc2nc(-c3ccc(Cl)cc3)[nH]c2C1	?
C[S+](=O)([O-])c1ccc(-c2nc(C(=O)N3CCN(c4ncccn4)CC3)n3ccccc23)cc1	7.1µM*

# Next entries follow.
smiles	Pf Dd2 inh
CCCCNC(=O)CSc1nc2cc3c(cc2c(=O)n1CCCC(=O)NCCc1ccc(OC)c(OC)c1)OCO3	i
CC(C)C[C@@H]1N[C@H](C(=O)N2CCCC2)Cc2c[nH]c3cccc1c23	-18%[44.1 µM]
Cc1cn2c(=O)cc(COc3ccccc3NC(=O)c3ccc(C(C)(C)C)cc3)nc2s1	4%
CCOc1ccc(NC(=O)Cn2c(=O)n(-c3ccccc3)c(=O)c3c4c(sc32)CCCC4)cc1	67%[activator]
CCC(CC)c1nn2c(=O)cc(COc3ccc(NC(=O)c4cccc(C)c4)cc3)nc2s1	8%
Cc1c(C(=O)OCc2ccccc2)[nH]c2c1C(=O)CC(c1ccc(Cl)cc1)C2 (stereo unspecified)	-2%
Nc1cc(C(=O)N2CCc3onc(-c4ccc(-c5ccccc5)cc4)c3C2)[nH]n1	-24%
Cc1ccc(S(=O)(=O)N2CCCc3cc(NS(=O)(=O)c4ccc(C)c(C)c4)ccc32)cc1	-49%
Cc1ccc(Cl)cc1NC(=O)N(C)CC1CCOC1 (stereo unspecified)	i[5.79 µM]
Cc1cccc(C)c1OCc1nc2c3cnn(-c4cccc(F)c4)c3ncn2n1	-6%

# Going on with the list.
smiles	Pf Dd2 inh
O=C(c1ccc(Cl)cc1)N1CCC(Cc2nc(-c3cnccn3)no2)CC1	-19%
Cc1cccc(CNC(=O)c2ccc(OC3CCN(CCc4ccccc4)CC3)cc2)n1	?
O=C1CO[C@H]2CCN(Cc3ccccc3F)CC[C@@H]2N1CCN1CCCC1	?
COc1ccccc1Nc1c2c(nc3ccc(NC(=O)c4cccc(OC)c4OC)cc13)CCCC2	5.6µM*
CNC(=O)C1CCC(Cn2c(=O)[nH]c3ccsc3c2=O)CC1 (stereo unspecified)	i
O=[N+]([O-])c1cc(-c2nc(-c3ccncc3)no2)ccc1NCc1ccccc1	37%[activator]
COc1ccc(C(=O)NC[C@@H]2C=C(C)[C@H](CC(=O)N3CCOCC3)C[C@H]2C(C)C)cc1	-30%[44.1 µM]
O=C(Nc1ncc(Cc2ccc(Cl)cc2)s1)c1ccc2c(c1)CC(c1ccccc1)OC2=O (stereo unspecified)	0%
COc1ccccc1CNC(=O)c1ccc(N2CCCC2)c(NC(=O)NCc2ccc(F)cc2)c1	18%
CCOc1ccc(-c2nc(C3CC(=O)N(c4ccc(OC)cc4)C3)no2)cc1 (stereo unspecified)	-26%

# Random excerpt: 3 entries already listed
smiles	Pf Dd2 inh
O=C(c1ccc(Cl)cc1)N1CCC(Cc2nc(-c3cnccn3)no2)CC1	-19%
COc1ccccc1CNC(=O)c1ccc(N2CCCC2)c(NC(=O)NCc2ccc(F)cc2)c1	18%
O=C1CO[C@H]2CCN(Cc3ccccc3F)CC[C@@H]2N1CCN1CCCC1	?

# This is a subset; rates above refer to the full screens.
